Screening data deposited in PubChem by several laboratories.
ABCG2 inh = inhibitors of human ABCG2 transporter, ABCB1 counter-screen; inhibition, % at 6.6 µM; Q9UNQ0; IgMXP3 cells, JC-1 efflux, flow cytometry; AID 1325; hit rate 0.1% among 190,000;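 active = inhibition above 80%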;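 note: 0% = DMSO and 100% = nicardipine control wells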
Target sequence (Q9UNQ0 whole entry, looked up): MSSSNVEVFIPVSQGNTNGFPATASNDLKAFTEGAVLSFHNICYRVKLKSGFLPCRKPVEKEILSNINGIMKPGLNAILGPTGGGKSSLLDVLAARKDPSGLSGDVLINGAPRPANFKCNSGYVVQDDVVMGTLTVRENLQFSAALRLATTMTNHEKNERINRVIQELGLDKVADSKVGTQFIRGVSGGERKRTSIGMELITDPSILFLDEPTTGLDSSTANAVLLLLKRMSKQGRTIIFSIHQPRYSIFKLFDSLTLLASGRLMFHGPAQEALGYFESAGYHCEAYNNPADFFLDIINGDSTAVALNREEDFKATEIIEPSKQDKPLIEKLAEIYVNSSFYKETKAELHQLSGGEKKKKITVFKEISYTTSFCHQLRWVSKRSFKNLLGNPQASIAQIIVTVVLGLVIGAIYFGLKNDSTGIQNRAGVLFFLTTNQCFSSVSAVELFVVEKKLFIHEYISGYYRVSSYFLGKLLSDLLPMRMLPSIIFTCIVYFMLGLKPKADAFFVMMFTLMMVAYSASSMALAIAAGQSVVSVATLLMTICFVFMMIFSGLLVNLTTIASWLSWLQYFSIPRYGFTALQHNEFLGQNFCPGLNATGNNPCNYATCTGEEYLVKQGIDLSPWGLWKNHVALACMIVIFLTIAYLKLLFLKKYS
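Test system: IgMXP3 (ABCG2) plus far-red-tagged CCRF-Adr (ABCB1) cells / Amount: 3 million cells/mL in well / Reagent: JC-1 transporter substrate / Timing: 10 min compound exposure, 25 °C / Signal: flow cytometry, 530 nm JC-1 signal / Read-out: percent efflux inhibition, scaled nicardipine 100% to DMSO 0% / Benchmarks: nicardipine as high control, DMSO as low control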
Rab7 wt GTP bind = alters GTP binding to wildtype dog Rab7. hit rate 0.055% among 190,000. GTP binding activity (percent of control), % at 10 µM. AID 758. GST-Rab7 beads, fluorescent GTP binding, flow cytometry; actives lie on both sides; untreated = 100%, excess cold GTP = 0%;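 active = fluorescent GTP binding to Rab7 beads changed by at least 20 points from the 100% baseline, either direction, mostly lower; inconclusive = compound itself probably fluorescent, or too few beads counted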;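 note: median green fluorescence of bound Bodipy-FL-GTP per Rab7 bead population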
Rac1 mut GTP = human Rac1 activated mutant GTP binding change; P63000; GST-Rac1 activated beads, fluorescent GTP binding, flow cytometry; actives lie on both sides; 100% means binding = to untreated wells; percent activity (GTP binding), % at 10 µM; hit rate 0.11% among 190,000;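 active = GTP binding at least 20 percentage points away from the 100% baseline, in either direction, so actives lie on both sides; inconclusive = Compound likely fluorescent itself, or too few beads counted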
Avidin fluor = compound fluoresces at 488/530 nm on avidin beads. compound fluorescence 488/530 nm, flow cytometry; hits give high values. fluorescence (KMESF) at 10 µM. hit rate 0.38% among 220,000. AID 1775; in the data active = fluorescence above about 47; note: inactives centre near 10
Mcl1 Noxa PPI = Mcl-1/Noxa interaction inhibition; inhibition, % at 21.7 µM; TR-FRET Mcl-1/Noxa peptide binding, 2 h; AID 1022; hit rate 1.5% among 220,000;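 active = compounds that cut the protein-peptide binding signal by more than 50% relative to plate controls in a single-dose test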;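 note: His-tagged Mcl-1 with rhodamine Noxa BH3 peptide and terbium anti-His antibody; 0% = Mcl-1 plus Noxa peptide wells and 100% = peptide-only wells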
Cdc42 wt GTP = changes GTP binding to wildtype human Cdc42 | GST-Cdc42 beads, Bodipy-GTP binding, flow cytometry; actives lie on both sides | hit rate 0.2% among 190,000 | AID 761 | percent activity (GTP binding), % at 10 µM | P60953;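 active = percent activity GTP binding at least 20 points away from the 100% baseline, either down as inhibitor or up as activator; inconclusive = compound flagged as likely green fluorescent from well-wide comparison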;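 note: median bead fluorescence of bound Bodipy-FL-GTP at 100 nM; 0% = excess unlabeled GTP control and 100% = no compound control; below 100% means less GTP binding so inhibitor and above means activator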
Target sequence (P60953 whole entry, looked up): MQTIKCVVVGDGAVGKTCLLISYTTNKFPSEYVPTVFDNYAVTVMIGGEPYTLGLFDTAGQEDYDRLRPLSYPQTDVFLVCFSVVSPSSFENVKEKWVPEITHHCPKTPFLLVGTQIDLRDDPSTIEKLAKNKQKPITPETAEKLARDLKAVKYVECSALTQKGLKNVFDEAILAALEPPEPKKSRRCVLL
HRas wt GTP bind = modulators of GTP binding to human HRas wildtype | P01112 | GST-Ras wt beads, Bodipy-FL-GTP binding, flow cytometry; actives lie on both sides | GTP binding activity, % at 10 µM | hit rate 0.14% among 190,000 | AID 759;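 active = GTP binding activity at least 20% away from the 100% baseline, either lowered as inhibitor or raised as activator; inconclusive = flagged as likely green fluorescent, judged across all proteins in the well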;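 note: 0% = unlabeled GTP competition control and 100% = no-compound control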
Target sequence (P01112 whole entry, looked up): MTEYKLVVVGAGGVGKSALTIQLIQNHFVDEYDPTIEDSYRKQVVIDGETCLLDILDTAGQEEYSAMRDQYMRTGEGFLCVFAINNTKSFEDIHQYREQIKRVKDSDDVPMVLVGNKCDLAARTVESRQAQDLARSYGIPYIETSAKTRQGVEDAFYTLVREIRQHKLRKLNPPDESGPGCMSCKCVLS
Rac1 wt modul = human Rac1 wildtype GTP binding, inhibitors and activators | hit rate 0.27% among 190,000 | P63000 | GTP binding activity (% of control), % at 10 µM | GST-Rac1 beads, fluorescent GTP binding, flow cytometry; actives lie on both sides; 0 = cold GTP competed, 100 = untreated;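 active = GTP binding activity at least 20 points away from the 100% control level, either lower or higher; inconclusive = compound flagged as likely green fluorescent, judged across all proteins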
ABCB1 inh = blocks JC-1 efflux by human ABCB1 transporter | hit rate 0.067% among 190,000 | inhibition, % at 6.6 µM | P08183 | CCRF-Adr cells, flow cytometry; in the data active = inhibition above about 40%;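 note: 0% = vehicle and 100% = reference inhibitor; higher value means more JC-1 retained so stronger ABCB1 efflux block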
Rab2 wt GTP = changes GTP binding to wildtype dog Rab2A, up or down; hit rate 0.19% among 190,000; GST-Rab2 wt beads, Bodipy-GTP binding, flow cytometry; AID 760; GTP binding activity, % at 10 µM; P61105;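 active = GTP binding activity at least 20 points away from 100%, either lowered or raised; inconclusive = signal likely due to the compound's own green fluorescence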;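 note: 0% = beads with excess unlabeled GTP and 100% = no-compound control corrected for plate trend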
Pf gamet viab = kills late stage P. falciparum gametocytes. hit rate 0.065% among 150,000. inhibition, % at 10.9 µM. P. falciparum stage V gametocytes, ATP luminescence, 24 h;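 active = inhibition above the mean plus 3 SD of compounds within the control limits, set per campaign, cut at about 38% in these data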;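 note: 0% = DMSO wells and 100% = medium only without gametocytes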
Numbers without * were called inactive; ? = inconclusive; . = no result given.

SMILES	ABCG2 inh	Rab7 wt GTP bind	Rac1 mut GTP	Avidin fluor	Mcl1 Noxa PPI	Cdc42 wt GTP	HRas wt GTP bind	Rac1 wt modul	ABCB1 inh	Rab2 wt GTP	Pf gamet viab
NC(=O)C1CCN(c2ccc(C(F)(F)F)cc2[N+](=O)[O-])CC1	3	99	102	22	8	102	102	108	0.5	99	-29
CCOC(=O)c1c(NC(=O)C(C)S(=O)(=O)c2cn(CC)c3ccccc23)sc2c1CCCC2 (centres undefined)	8	96	96	.	-15	97	98	101	1.8	97	.
Cc1ccc(CNC(=O)CN(CCc2ccccc2)S(C)(=O)=O)cc1	15	101	97	10	-13	99	100	100	1.6	98	2
CCOC(=O)CSC(=S)NC(=O)c1ccc(OC)cc1	-8	96	95	3	56*	95	97	99	-1.4	95	-7
COC(=O)Cc1ccc(N(Cc2ccccc2F)S(=O)(=O)c2ccc(C)cc2)cc1	2	99	98	2	7	101	100	109	0.1	99	0
COc1ccccc1OCc1ccc(C(=O)OCC2CCCO2)o1 (centres undefined)	1	97	99	6	11	103	100	101	0.1	99	.
CC1CCC/C(=C\Nc2ccccc2C(=O)O)C1=O (centres undefined)	7	101	101	13	1	97	99	95	0.8	100	4
CC(C)(C)NC(=O)C(c1ccc(OCC(N)=O)cc1)N(C(=O)c1cccnc1)C1CC1 (centres undefined)	3	99	100	36	0	103	100	104	0.5	100	-25
C/C(=N/OCC(=O)Nc1ccc(C)cc1C)c1cccs1	2	98	101	8	-5	103	102	106	0.5	102	-26
N#CC1=C(S)N(c2ccc(F)cc2)C(c2ccco2)NC1=O (centres undefined)	3	96	94	8	11	94	94	99	-0.1	94	.
CN1C2=CC=CC=CC2=[N+](C)C12C=CC(=[N+]([O-])[O-])C=C2[N+](=O)[O-] (centres undefined)	0	105	95	8	11	94	97	98	-0.4	97	-5
COc1ccccc1NC(=S)NCc1ccc2c(c1)cc(C)n2C	-1	99	95	10	5	96	98	97	-0.5	99	15
CCOC(=O)c1cnc2c(cnn2C)c1Oc1ccc(OC)cc1	10	104	95	9	11	100	96	98	1.3	99	7
O=C(O)C1CCCCC1C(=O)NCc1ccc(Cl)c(Cl)c1 (centres undefined)	1	?	?	10	-21	?	?	?	0.1	?	-22
Cn1c(N2CCCC2)nc2c1c(=O)n(Cc1ccc(Cl)cc1)c(=O)n2C	21	101	99	.	13	106	102	108	1.7	100	.

11 entries out of the list, sorted by number of heavy atoms, low to high.
SMILES	ABCG2 inh	Rab7 wt GTP bind	Rac1 mut GTP	Avidin fluor	Mcl1 Noxa PPI	Cdc42 wt GTP	HRas wt GTP bind	Rac1 wt modul	ABCB1 inh	Rab2 wt GTP	Pf gamet viab
CC1CCC/C(=C\Nc2ccccc2C(=O)O)C1=O (centres undefined)	7	101	101	13	1	97	99	95	0.8	100	4
CCOC(=O)CSC(=S)NC(=O)c1ccc(OC)cc1	-8	96	95	3	56*	95	97	99	-1.4	95	-7
O=C(O)C1CCCCC1C(=O)NCc1ccc(Cl)c(Cl)c1 (centres undefined)	1	?	?	10	-21	?	?	?	0.1	?	-22
N#CC1=C(S)N(c2ccc(F)cc2)C(c2ccco2)NC1=O (centres undefined)	3	96	94	8	11	94	94	99	-0.1	94	.
CN1C2=CC=CC=CC2=[N+](C)C12C=CC(=[N+]([O-])[O-])C=C2[N+](=O)[O-] (centres undefined)	0	105	95	8	11	94	97	98	-0.4	97	-5
CCOC(=O)c1cnc2c(cnn2C)c1Oc1ccc(OC)cc1	10	104	95	9	11	100	96	98	1.3	99	7
Cc1ccc(CNC(=O)CN(CCc2ccccc2)S(C)(=O)=O)cc1	15	101	97	10	-13	99	100	100	1.6	98	2
Cn1c(N2CCCC2)nc2c1c(=O)n(Cc1ccc(Cl)cc1)c(=O)n2C	21	101	99	.	13	106	102	108	1.7	100	.
COC(=O)Cc1ccc(N(Cc2ccccc2F)S(=O)(=O)c2ccc(C)cc2)cc1	2	99	98	2	7	101	100	109	0.1	99	0
CC(C)(C)NC(=O)C(c1ccc(OCC(N)=O)cc1)N(C(=O)c1cccnc1)C1CC1 (centres undefined)	3	99	100	36	0	103	100	104	0.5	100	-25
CCOC(=O)c1c(NC(=O)C(C)S(=O)(=O)c2cn(CC)c3ccccc23)sc2c1CCCC2 (centres undefined)	8	96	96	.	-15	97	98	101	1.8	97	.

Going on with the list:
SMILES	ABCG2 inh	Rab7 wt GTP bind	Rac1 mut GTP	Avidin fluor	Mcl1 Noxa PPI	Cdc42 wt GTP	HRas wt GTP bind	Rac1 wt modul	ABCB1 inh	Rab2 wt GTP	Pf gamet viab
O=C(Nc1nc2ccccc2[nH]1)c1ccc([N+](=O)[O-])cc1	15	95	96	9	19	95	99	100	1.1	99	-2
O=C(CN1CCN(S(=O)(=O)c2ccccc2)CC1)Nc1ccc(Cl)c(Cl)c1	0	94	99	10	-10	98	99	98	0.1	100	5
CCN(CC)CCN(C(=O)CN1C(=O)CCC1=O)c1nc2cc3c(cc2s1)OCO3	7	97	97	10	23	101	101	102	0.9	98	16
O=C1CC(c2ccccc2)CC2=C1CN(C1CCCCC1)CN2 (centres undefined)	4	102	99	12	2	102	103	99	0.7	101	3
Cn1cccc1C(=O)NC(=O)CSc1cccc[n+]1[O-]	1	105	102	12	35	105	103	105	0.4	104	.
CC1CCCN(C(=O)c2ccc3nc[nH]c3c2)C1 (centres undefined)	0	91	98	7	4	101	96	99	-0.1	95	.
COc1cc(C)ccc1OCCOc1cc(C)ccc1Cl	2	100	98	22	14	99	100	101	0.3	103	20
CC(C)Cc1[nH]c(=O)c(C#N)c2c1CCCC2	0	98	95	8	5	99	99	97	0.2	99	.
O=C(CN1CCCC1)NC1C2CC3CC(C2)CC1C3 (centres undefined)	0	94	93	34	1	97	98	96	0.4	92	-11
Cc1nnc(SCC(=O)Nc2nc(-c3ccccc3)cs2)n1N	2	99	101	13	5	110	106	107	0.5	106	.
CCN(CC)c1ccc2cc(-c3nnc(-c4ccncc4)o3)c(=O)oc2c1	24	99	97	7	-77	98	98	99	9.7	98	.
Cc1cc(/C=C2\SC(=Nc3ccc(N4CCOCC4)cc3)N(C)C2=O)c(C)n1-c1cccnc1	18	102	102	5	-2	103	105	108	8.0	103	.
COc1ccc(NC(=O)C(c2cc3c(cc2[N+](=O)[O-])OCO3)N(C)c2ccccc2)cc1 (centres undefined)	28	99	101	13	8	104	101	106	4.1	99	5
Cc1ccc(NC(=O)CN(C)CC(=O)Nc2ccc(N3CCOCC3)cc2)cc1F	6	98	92	7	25	97	95	94	0.4	96	18
CCC(C#CCN1CCCCC1)(CC)OCCC#N	0	103	99	35	-19	100	101	102	-0.2	100	.
O=C(Cn1c(C(=O)N2CCN(C3CCCC3)CC2)cc2sccc21)c1ccccc1	2	106	100	10	0	108	103	111	0.6	107	.
COc1ccc(CN2CCNC(=O)C2CC(=O)N2CCCO2)c(OC)c1 (centres undefined)	0	97	94	12	-7	98	97	100	-0.3	97	-7
O=C(NCC1COc2ccccc2O1)C1CCC(CNc2c(N3CCCCC3)c(=O)c2=O)CC1 (centres undefined)	1	96	97	10	15	93	98	100	0.5	97	.
CN1CCC(=NNC(=O)CSCc2ccccc2)CC1	1	97	92	15	1	95	98	95	0.3	94	.
O=C(CC1CCCC1)Nc1nnc(C2CC2)s1	23	96	95	14	-6	96	95	98	13	96	-25
O=C(CSc1nnc(-c2ccncc2)n1CC1CCCO1)NCc1ccccc1 (centres undefined)	-1	98	98	12	5	99	99	98	-0.2	100	-2
Cc1ccc(S(=O)(=O)n2[nH]c(=O)cc2N)cc1	2	105	96	7	3	98	96	99	1.1	98	.
COc1cc(/C=C(\NC(=O)c2ccccc2)C(=O)NCC(=O)O)c([N+](=O)[O-])cc1OC	7	97	97	12	0	98	98	101	1.1	97	-14
CC1CCN(C(=O)Cn2nnc(-c3cccs3)n2)CC1	1	103	98	18	-3	101	99	97	0.6	101	-11
O=C(c1cccc(S(=O)(=O)N2CCOCC2)c1)N1CCCC1	5	97	94	19	16	99	99	98	1.0	99	.
Cc1ccc(Cn2nc(C)c(NC(=O)c3cc(-c4ccco4)on3)c2C)cc1	9	104	99	9	-4	98	101	101	1.3	101	.
CCOC(=O)Cc1csc(NC(=O)c2ccc(S(=O)(=O)N3CCCCC3)cc2)n1	7	99	98	13	29	99	99	89	1.3	100	-4
COc1ccc(CCNC(=O)CCn2c(=O)c3ccccc3n(CC(=O)NCC3CCCO3)c2=O)cc1OC (centres undefined)	2	101	100	15	9	97	96	103	0.4	96	9
Cc1ccc(S(=O)(=O)c2cc3ccccc3oc2=Nc2ccc3c(c2)OCCO3)cc1	-7	98	98	13	7	98	99	103	0.3	98	13
CCC(=O)N1CCc2cc(S(=O)(=O)CCC(=O)Nc3ccc(OC)c(OC)c3)ccc21	0	92	94	10	7	95	95	97	0.0	98	11
CCOC(=O)COc1nc(OC)nc(N2CCOCC2)n1	1	107	100	6	24	107	105	107	0.3	108	2
COc1ccc(CN2CCC(CO)(CCOc3ccccc3)CC2)c(OC)c1C	0	101	99	12	17	98	99	101	0.4	98	-19
O=C(COC(=O)c1cccnc1Nc1cccc(C(F)(F)F)c1)NC1CCS(=O)(=O)C1 (centres undefined)	24	100	98	5	-10	101	98	103	1.0	99	8
O=c1c2ccccc2oc2nc(-c3ccco3)n(Cc3ccccc3)c(=O)c12	2	?	?	14	22	?	?	?	0.6	?	.
COc1ccc(C2C=C(C)Nc3nc(SC)nn32)cc1 (centres undefined)	1	102	96	35	16	96	99	102	0.1	98	.
Clc1ccc(/C=N/Nc2nnc(Cl)c3ccccc23)cc1	18	101	99	4	17	101	102	108	0.2	100	-7
CCOc1ccc(/C=N/NC(=O)C(OC)c2ccccc2)cc1 (centres undefined)	8	95	96	7	-23	97	94	97	0.5	95	-10
COc1ccc(OC)c2c1C(=O)c1ccccc1C2=O	59	93	91	13	15	87	87	83	0.4	88	.
